Source: PubChem
DUSP3 inh: blocks the human dual specificity phosphatase VHR1 | P51452 | recombinant VHR phosphatase, colorimetric substrate read-out | inhibition, % at 20 µM | actives 0.7% (n = 50,000) | AID 1992; in the data active = inhibition above about 60%; note: some results filed as inactive read as strong as hits
Target sequence (P51452 whole entry, looked up): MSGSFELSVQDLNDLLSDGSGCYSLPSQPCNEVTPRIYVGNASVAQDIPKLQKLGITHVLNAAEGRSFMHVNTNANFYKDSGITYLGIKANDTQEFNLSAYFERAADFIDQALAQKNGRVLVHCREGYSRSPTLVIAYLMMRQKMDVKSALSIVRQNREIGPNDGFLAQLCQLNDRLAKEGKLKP
* = called active by the depositor.

SMILES	DUSP3 inh
COc1cc(OC)cc(C(=O)N2CCN(C)CC2)c1	-37
Cc1nc2ccccc2n1C(=O)c1ccc(Cl)cc1[N+](=O)[O-]	-33
COc1ccc(CCC(=O)Nc2cc(Cl)cc(Cl)c2)cc1	-6
CCOc1ccc(C(=O)Nc2ccc([N+](=O)[O-])cc2)cc1Cl	0
CCOC(=O)/C(=C/Nc1c(C)n(C)n(-c2ccccc2)c1=O)[N+](=O)[O-]	-11
O=C1c2cccc([N+](=O)[O-])c2C(=O)N1c1ccccn1	-5
COc1ccccc1CC(=O)N1CCN(C)CC1	5
O=C(O)c1cccc(N2Cc3ccccc3C2)c1	-13
COc1ccc(N2C(=O)/C(=C/c3cc(C)n(-c4ccccc4)c3C)C(=O)NC2=S)cc1	89
O=C(COc1ccccc1[N+](=O)[O-])Nc1ccc(Br)cn1	-10
Cc1cccc(N2C(=O)C(Cl)=C(N3CCOCC3)C2=O)c1C	-4
Cc1sc(NC(=O)COc2ccccc2)c(C#N)c1C	-2
COc1ccc(Br)cc1/C=C/C(=O)Nc1cccc(C(F)(F)F)c1	5
Cc1ccc(N2C(=O)C3C(C2=O)C2(C)C=CC3(C)O2)c([N+](=O)[O-])c1 (stereo not drawn)	-2
COC(=O)c1c(NC(=O)C(F)(F)F)sc(Cc2ccccc2)c1C	-11
CNC(=O)c1ccc(C(=O)c2cc(OC)ccc2OC)cc1	-9
CN(C)CCCNC(=O)COc1ccc(Br)cc1	-23
C=COCCNC(=O)C(=O)Nc1ccc(F)cc1	-6
NC(=O)c1c(NC(=O)Nc2ccc(Cl)cc2)sc2c1CCCC2	-8
O=C(NNC(=O)c1ccccc1[N+](=O)[O-])c1ccc(NC(=O)c2ccccc2[N+](=O)[O-])cc1	-3
Cc1cccc(N2C(=O)NC(=O)/C(=C\c3ccc(OCc4cccc(C(=O)O)c4)cc3)C2=O)c1	-14
Clc1ccc(-c2ncc(-c3ccccc3)o2)cc1	-5
CC(C)C1=NN2C(=N)/C(=C/c3ccc(-c4cccc(C(=O)O)c4)o3)C(=O)N=C2S1	0
COc1ccccc1N(CC(=O)Nc1ccc(C)cc1C)S(=O)(=O)c1ccccc1	-31
CCCOc1ccc(C=Nc2ccc(Nc3ccccc3)cc2)cc1OC	11

Next part; the last two above are carried over.
SMILES	DUSP3 inh
COc1ccccc1N(CC(=O)Nc1ccc(C)cc1C)S(=O)(=O)c1ccccc1	-31
CCCOc1ccc(C=Nc2ccc(Nc3ccccc3)cc2)cc1OC	11
Cc1ccc(OCC(=O)N2CCN(c3ccccn3)CC2)c(C)c1	-14
c1ccc(-c2nnc(NCc3nc4ccccc4[nH]3)c3ccccc23)cc1	-25
COC(=O)C1=C(C)N(c2ccccc2F)C(=O)/C1=C\c1cccc(OC)c1	-8
Cc1ccc(/C=C(/C#N)c2nc3ccc(C)cc3[nH]2)cc1	73
O=C(Nc1ccc(Cl)c(Cl)c1)c1ccc2c(c1)OCCO2	-2
COC(=O)c1ccc(/C=C2\SC(=Nc3cccc(Cl)c3Cl)NC2=O)cc1	0
Cc1c(NC(=O)c2ccc(-c3ccc(Cl)cc3Cl)o2)cccc1-c1nc2ncccc2o1	-4
CS(=O)(=O)N(Cc1ccc(C(=O)Nc2ccc(F)c(Cl)c2)cc1)c1ccccc1	-37
O=C(c1ccc(S(=O)(=O)N2CCCC2)cc1)N1CCCc2ccccc21	-5
COc1ccc(OC)c(N2Cc3ccc(OC)c(OC)c3C2=O)c1	20
O=C(COc1ccc(Cl)cc1Cl)Nc1ccc(Br)c(Cl)c1	22
CCCOc1cccc(C(=O)Nc2sc(CCC)cc2C(=O)OC)c1	-13
CSc1ccc(C(C2=C(O)CC(C)(C)CC2=O)C2C(=O)CC(C)(C)CC2=O)cc1 (stereo not drawn)	-2
O=C(Nc1ccc(O)cc1)c1ccc(Oc2ccc([N+](=O)[O-])cc2)cc1	-38
c1csc(-c2nc3sc(-c4cccs4)nc3s2)c1	-4
COc1ccc(NC(=O)c2cc(-c3ccc(C)o3)nc3ccccc23)c(OC)c1	-15
COc1ccc(N=Cc2c(O)n(-c3cc(OC)ccc3OC)c(=O)[nH]c2=O)c(OC)c1	7
Cc1ccc(OCC(=O)N2CCOCC2)c(Br)c1	-37
Cc1cccc(C)c1NC(=O)c1ccc(I)cc1	-33
CCOC(=O)CCC(C(=O)C(C)C)C(=O)C(C)(C)OC (stereo not drawn)	-5
O=C(NCCNc1ccc(Cl)cc1[N+](=O)[O-])c1ccccc1Cl	10
CCOc1cc(/C=N/Nc2nc(N3CCOCC3)nc(N3CCOCC3)n2)ccc1OC(=O)c1ccco1	-13
O=C(COc1ccc(Cl)cc1Br)Nc1ccc2c(c1)OCO2	-18
CC(C)c1ccc(N2C(=O)NC(=O)/C(=C/c3ccccc3O)C2=O)cc1	88
OCCNCCOc1ccc(Br)cc1	-7

(listing goes on)
SMILES	DUSP3 inh
COc1ccc(/C=C2/C(=O)NC(=O)N(c3ccc(C(C)C)cc3)C2=O)c(OC)c1	12
O=C(Nc1cccnc1)N1CCOCC1	-4
O=C(CSc1nc2ccc(N3C(=O)c4ccccc4C3=O)cc2s1)Nc1cccc([N+](=O)[O-])c1	47
COc1ccc2c(c1)C(NC(=O)C(F)(F)F)CC2=O (stereo not drawn)	-11
CCOC(=O)c1c(C)oc2cc(S(=O)(=O)O)c(O)cc12	-12
O=C1NC(=O)/C(=C\c2ccc(Oc3ccc(C(F)(F)F)cc3[N+](=O)[O-])c(Cl)c2)S1	-8
CCc1ccc(N2CC(C(=O)Nc3cc(C)cc(C)c3)CC2=O)cc1 (stereo not drawn)	-38
COc1nccnc1NS(=O)(=O)c1ccc(NC(=S)NC(=O)c2ccc(F)c(F)c2)cc1	-28
COc1cccc(/C=C2/SC(=O)N(c3ccccc3)C2=O)c1O	-14
O=C1C(=O)N(c2cccc(C(F)(F)F)c2)C(c2ccc([N+](=O)[O-])cc2)/C1=C(/O)c1ccccc1 (stereo not drawn)	-4
COc1ccc2c(c1OC)C(=O)OC2Nc1cc(S(N)(=O)=O)ccc1O (stereo not drawn)	-36
COc1ccc(C2CC(c3cccs3)=NN2c2ccc(F)cc2)cc1OC (stereo not drawn)	-25
Cc1ccc(C(=O)Nc2ccc(S(=O)(=O)N3CCCCC3)cc2)cc1	7
COc1ccccc1/C=C1/SC(=S)N(CNc2ccc(C)c(Cl)c2)C1=O	12
O=C(CCCN1C(=O)/C(=C/c2cccc(Br)c2)SC1=S)NCCCN1CCOCC1	-3
Cc1ccn2c(C(=O)N/N=C\c3ccccc3[N+](=O)[O-])c(C)nc2c1	-22
CCN(CC)c1ccc(C(=O)Nc2ccc(Cl)c(Cl)c2)cc1	16
O=Nc1c(O)c2ccccc2c2ccc([N+](=O)[O-])cc12	4
CCOC(=O)c1c(NC(=O)c2cccs2)sc(C(=O)Nc2cc(C(F)(F)F)ccc2Cl)c1C	-9
Cc1ccccc1OCc1nc(-c2ccccn2)no1	-5
COC(=O)c1ccc(OCC(O)CN2C(=O)c3ccccc3C2=O)cc1 (stereo not drawn)	-2
Cc1cccn2c(=O)c(/C=C3\SC(=S)N(CC4CCCO4)C3=O)c(NCCCn3ccnc3)nc12 (stereo not drawn)	-22
O=C(NC(Cc1c[nH]c2ccccc12)C(=O)O)/C(=C/c1ccccc1)NC(=O)c1ccccc1 (stereo not drawn)	0
COc1cc(C=C2C(=O)c3ccccc3C2=O)ccc1Oc1ccc([N+](=O)[O-])cn1	4
COc1cc(/C=C2\C(=O)NC(=O)N(c3ccc(F)cc3)C2=O)ccc1OCc1cccc(F)c1	0

More records follow:
SMILES	DUSP3 inh
COC(=O)c1cccc(NC(=O)CCCOc2ccccc2)c1	-5
COc1ccccc1C/C(N)=N/OC(=O)COc1ccc2ccccc2c1	104
CCc1c(C)sc(NC(=O)c2ccncc2)c1C(=O)OC	-12
O=C(N/C(=C/c1cccc([N+](=O)[O-])c1)C(=O)N1CCCCC1)c1ccco1	3
CCN(O)C(C)(C)/C(=N/O)c1ccccc1	-17
Cc1ccccc1-c1cc(C(=O)N2CCOCC2)c2ccccc2n1	-14
CCCc1ccc(-c2nc(Cc3ccccc3OC)no2)cc1	-11
Cc1nc2cc(-c3cccc(F)c3)[nH]n2c(=O)c1Cl	-2
CC(=O)c1cccc(NC(=O)COc2ccc(C(C)(C)C)cc2)c1	-18
Cc1cccc(N2C(=O)/C(=C/c3ccc(F)cc3)SC2=S)c1C	-27
CC(C)(C)c1ccc(N2C(=O)CC(=O)NC2=O)cc1	-6
Cc1occc1C(=O)NNC(=O)c1ccc(Cl)cc1	-16
COc1ccccc1-c1c(C(F)(F)F)oc2cc(OC(=O)c3ccc(Cl)cc3)ccc2c1=O	12
COc1ccc(COC(=O)C2=C(C)NC3=C(C(=O)CC(C)(C)C3)C2c2cc([N+](=O)[O-])ccc2Cl)cc1 (stereo not drawn)	-1
Cc1cc(C)c2oc(-c3ccc(NC(=O)/C=C/c4cccc([N+](=O)[O-])c4)cc3)nc2c1	-1
COc1ccc(NC(=O)c2cc(-c3ccc(OC)cc3)nc3ccccc23)cc1	-7
C=CCN1C(=O)/C(=C\c2ccc(O)c([N+](=O)[O-])c2)C(=O)NC1=S	12
CSc1ccc(C2Nc3ccccc3NC3=C2C(=O)CC(c2ccc4c(c2)OCO4)C3)cc1 (stereo not drawn)	-13
O=C1CC(Cc2ccc(Br)cc2)C(=O)N1c1ccccc1 (stereo not drawn)	-15
CCOc1ccccc1NC(=O)c1c(NC(=O)c2ccc(C)cc2)sc2c1CCC2	-15
CN1C(=O)C(=Cc2ccccc2Cl)C(=O)N(C)C1=O	-11
CCOC(=O)N1CCN(c2cc(C)c(C(C)=O)cc2F)CC1	11
COc1ccc(N/C(N)=N/c2nc(C(F)(F)F)cc(=O)[nH]2)cc1	-5
CC1(C)CC(=O)C(C(O)c2cccc([N+](=O)[O-])c2)C(C)(C)N1 (stereo not drawn)	-13
O=C(CSc1nc2ccccc2s1)NNC(=O)NC1CCCCC1	-15

Four entries from above, ordered by SMILES length, ascending.
SMILES	DUSP3 inh
CCc1c(C)sc(NC(=O)c2ccncc2)c1C(=O)OC	-12
O=C(CSc1nc2ccccc2s1)NNC(=O)NC1CCCCC1	-15
COc1ccccc1C/C(N)=N/OC(=O)COc1ccc2ccccc2c1	104
COc1ccccc1-c1c(C(F)(F)F)oc2cc(OC(=O)c3ccc(Cl)cc3)ccc2c1=O	12

Next records follow:
SMILES	DUSP3 inh
COc1cc(C(=O)Nc2nc(C)c(C)s2)cc(OC)c1OC	1
CCOC(=O)c1cncc(NC(=O)c2ccccc2)c1	-4
O=C(O)CN1C(=O)/C(=C2\SC(=S)N(/N=C/c3cc([N+](=O)[O-])ccc3O)C2=O)c2ccccc21	86
COc1cccc(OCC(=O)NNC(=O)COc2ccccc2OC)c1	-47
N#Cc1cc2c(nc1SCC(=O)Nc1ccc(S(N)(=O)=O)cc1)CCC2	-10
Cc1cccc(NC(=O)c2c(NC(=O)C(C)(C)C)sc3c2CCC3)c1	26
O=C(CC1SC(=Nc2ccccc2)N(c2ccccc2)C1=O)Nc1ccccc1C(F)(F)F (stereo not drawn)	-1
CS(=O)(=O)N1CCN(S(C)(=O)=O)C(OCc2ccccc2)C1OCc1ccccc1 (stereo not drawn)	5
O=C(/C=C/c1ccc([N+](=O)[O-])cc1)c1ccc(OC(F)F)cc1	-7
CCN(CC)C(=O)c1cc(-c2ccc(C)cc2)nc2ccccc12	21
CCOc1ccc(C(=O)Nc2ccc(-c3nc4ccc(C)cc4o3)cc2)cc1Cl	30
COc1ccc(C(=O)OCCCN2C(=O)c3ccccc3C2=O)cc1	-26
Cc1cccc(C(=O)NNC2=C(C(=O)C(F)(F)F)CCC2)c1O	12
O=C(O)c1ccc(N/C(=N\S(=O)(=O)c2ccc(Cl)cc2)c2ccccc2)cc1	-3
COc1cccc(N=C2c3ccccc3C(=O)C2c2cccc(Br)c2)c1 (stereo not drawn)	-22
Cc1cc(C)nc(SCC(=O)Nc2ccccc2C(=O)O)n1	7
Cc1ccc(S(=O)(=O)Nc2c(C)n(C)n(-c3ccccc3)c2=O)c(C)c1	-10
O=[N+]([O-])c1c(NC2CC2)ncnc1NC1CC1	-4
CCOc1ccc(/C=N/N2CCN(Cc3cccc4ccccc34)CC2)cc1OC	-3
S=C(NCCc1ccccc1)Nc1ccc(Cl)cc1Cl	19
CCOc1ccc(NC(=O)CN(c2ccc(Cl)cc2)S(C)(=O)=O)cc1	-13
O=C(NCCCO)C(=O)Nc1ccc(F)cc1	18
COc1cc(C2SCC(=O)N2CCN2CCCCC2)cc([N+](=O)[O-])c1O (stereo not drawn)	12
CC(C)(C)c1ccc(/C=C\C(=O)c2ccc3c(c2)OCO3)cc1	59
O=C(/C=C/c1ccc(F)cc1)NC(=S)Nc1cccc([N+](=O)[O-])c1	2

Brought forward from above: 4 entries, followed by the next part.
SMILES	DUSP3 inh
O=C(NCCCO)C(=O)Nc1ccc(F)cc1	18
COc1cc(C2SCC(=O)N2CCN2CCCCC2)cc([N+](=O)[O-])c1O (stereo not drawn)	12
CC(C)(C)c1ccc(/C=C\C(=O)c2ccc3c(c2)OCO3)cc1	59
O=C(/C=C/c1ccc(F)cc1)NC(=S)Nc1cccc([N+](=O)[O-])c1	2
Cc1ccc(/C=C2/C=C(c3ccccc3)OC2=O)o1	74*
CCOC(=O)c1ccc(-n2c(C)cc(/C=C3\NC(=O)NC3=O)c2C)cc1	-8
O=C(O)C1Cc2c([nH]c3ccccc23)C(c2ccccc2F)N1 (stereo not drawn)	4
CN1CCN(/N=C/c2cccnc2)CC1	0
COc1ccc(N(C(C)C(=O)N/N=C/c2cc(C)n(-c3ccccc3C(F)(F)F)c2C)S(C)(=O)=O)cc1 (stereo not drawn)	30
COc1cccc(Oc2nc(N)[nH]c(=O)c2I)c1	-39
CCc1ccc(CN2CCN(S(C)(=O)=O)CC2)cc1	-8

These rows are one share of the data, so the mix of outcomes need not match the whole.
